Source: PubChem BioAssay
Cneo AK release = Cryptococcus neoformans cell lysis inducers, primary screen, AK release luminescence, single concentration; lysis activity, % at 15 µM; AID 651654, 2012; C. neoformans lysis, adenylate kinase release luminescence, 4 h; normalised: neutral wells 0, clomiphene wells 100; hit rate 0.2% among 360,000;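 active = mean lysis activity across replicates of at least 80%, whatever share of replicates individually reach that level; inactive = mean lysis activity below 80%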
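Signal: Adenylate kinase release luminescence | Assay system: Log-phase Cryptococcus neoformans yeast cells | Input: Cells at 5 × 10^6 per mL | Buffer or medium: Fresh YPD growth medium | Compound: Single dose | Schedule: Static 4 h at 37 °C with compound, 1 h detection | Controls: Clomiphene | Read-out: Luminescence rise reflecting yeast cell lysis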
PglD DTNB = C. jejuni PglD acetyltransferase inhibitors, primary screen, biochemical, DTNB colorimetric, single point; purified PglD enzyme, DTNB colorimetric CoA detection; inhibition, % at 12.5 µM; hit rate 0.098% among 360,000; in the data active = inhibition above about 16%, passing the limit was not always enough; note: strong numbers were not always called active
ARNT TACC3 PPI = disruptors of ARNT/TACC3 protein interaction, primary screen, biochemical, AlphaScreen, single concentration. Transforming acidic coiled-coil-containing protein 3 (Homo sapiens), Q9Y6A5. AlphaScreen His-ARNT PAS-B/GST-TACC3 binding, luminescence; TACC3 fragment carries E629A point mutation. inhibition, % at 9.99 µM. hit rate 0.66% among 390,000. AID 623870, 2012;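 active = mean inhibition of replicates at least 50% and at least half of replicates each reaching 50%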;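 note: 0% = complete ARNT plus TACC3 wells and 100% = ARNT alone without TACC3; many hits fall short of the cut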
PAX8 reporter = inhibitors of PAX8-driven TPO luciferase reporter, primary screen, RMG-I cells, single concentration | SteadyGlo, 24 h | inhibition, % at 12.6 µM | hit rate 1.2% among 360,000 | AID 652154, 2013;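 active = mean replicate inhibition at least 60% with every replicate also reaching 60%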;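 note: luciferase light reporting Pax8 driven TPO promoter activity; plate controls were median of neutral control wells for no effect and mitoxantrone controls for full effect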
Statin myotox sup = suppressors of statin myotoxicity in C2C12 myotubes, primary screen, cell-based, single point, plate reader. C2C12 myotubes + simvastatin, ATP luminescence, 48 h; scaled: DMSO 0, geranylgeraniol control 100. AID 602340, 2012. hit rate 0.78% among 330,000. rescue of ATP level, % at 7.49 µM;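 active = mean ATP rescue above about 67%, or every replicate alone reaching that limit, limit read from the data, passing the limit was not always enough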;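 note: myotubes were challenged with 10 µM simvastatin during compound exposure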
LGR2 antag = inhibitors of bursicon-induced LGR2 CRE-luciferase signal, primary screen, cell-based, HEK293, CRE-luciferase reporter, bursicon stimulation; inhibition, % at 9.99 µM; AID 720647, 2013; bursicon-stimulated, 4 h; hit rate 0.35% among 380,000;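 active = drop in luminescence signal, shown as inhibition above about 50% in the replicate tests, limit read from the data, passing the limit was not always enough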;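 note: agonist challenge used bursicon conditioned medium at about half maximal strength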
INS-1E GSIS act = GLuc luminescence reporter in INS-1E cells, primary screen for activators of glucose-dependent secretion of insulin. INS-1E GLuc reporter insulin secretion, 2-3 h. activation, % at 16.6 µM. hit rate 0.61% among 370,000;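 active = lowest replicate activation of at least 40%, so every replicate reaches that level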;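 note: 0% = median of neutral control wells and 100% = median of IBMX positive control wells; some compounds called inactive have numbers as strong as hits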
PGC1a acetyl inh = inhibitors of PGC1a acetylation signal, primary screen, cell-based, U2OS, AlphaScreen, inhibitor mode. hit rate 0.17% among 350,000. AlphaScreen anti-acetyl-lysine; with virally co-expressed GCN5 acetyltransferase. inhibition, % at 15.6 µM;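 active = every replicate shows inhibition of at least 40%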;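 note: 0% = neutral control wells and 100% = positive control wells; some results beyond the cut were filed as inactive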
An asterisk follows results filed as active; / = not tested or not shown; & = joins results of further samples. An unsorted share of the library; 2.9% or so of the library scored in one or more.

Molecule | Cneo AK release | PglD DTNB | ARNT TACC3 PPI | PAX8 reporter | Statin myotox sup | LGR2 antag | INS-1E GSIS act | PGC1a acetyl inh
CCCOc1ccc(-c2csc3ncn(Cc4ccc(C(=O)O)cc4)c(=O)c23)cc1 | / | / | -5.9 | 16.7 | / | 1.5 | -24.9 | /
Cc1cc(NCc2ccccn2)n2ncc(-c3ccc(Cl)cc3)c2n1 | -1.0 | -3.3 | 3.6 | -129.2 | / | / | / | -14.0
Cc1nc2scc(C)n2c(=O)c1S(=O)(=O)N1CCN(c2ccccn2)CC1 | -2.5 | -5.7 | 5.8 | 0.1 | 3.0 | -17.7 | -6.4 | 4.7
Cc1ccc(/C=N/NS(=O)(=O)c2ccccc2)o1 | 1.1 | 2.7 | 0.4 | -12.7 | / | 13.9 | 5.7 | /
O=C(NNC(=O)c1cccnc1Cl)c1ccc(F)cc1 | -1.0 | 8.7 | / | 1.0 | 6.2 | -3.2 | -2.5 | /
Cc1ccc(SCCNS(=O)(=O)c2ccc(F)cc2)cc1 | -1.4 | -1.1 | -2.2 | 14.1 | 9.2 | / | / | -1.3
c1cc(C(c2nnnn2C2CCCCC2)N2CCN3CCCC3C2)ccn1 (stereo not given) | -0.9 | 2.6 | 1.0 | / | -7.9 | / | / | 0.2
CCC(=O)Nc1sc(C(=O)Nc2ccccc2F)c(C)c1C(=O)OC | / | / | 0.2 | -139.1 | / | -42.2 | 6.3 | 1.6
CO[C@@H]1CN(C)C(=O)c2cc(NC(C)=O)ccc2OC[C@H](C)N(C(=O)Cc2ccccn2)C[C@@H]1C | -3.9 | -3.0 | -5.4 | -7.8 | -12.8 | -15.3 | 4.6 | 1.6
CCOc1ccc(NC(=O)CN(C)C(=O)CC2CCCC2)cc1OCC | -0.8 | 6.8 | 8.8 | 9.3 | -1.7 | 4.9 | 16.3 | 4.0
CCCNC(=O)N(C)C[C@@H]1Oc2ncc(Br)cc2C(=O)N([C@H](C)CO)C[C@@H]1C | -0.4&-2.7&4.7 | 1.2&5.0&3.3 | 8.5&-1.6 | 1.3&-38.9 | -0.5&11.2&7.3 | 7.4&11.2 | 14.4&-14.2 | 5.6&-3.0&-1.1
Nc1ccccc1C#Cc1cnccn1 | 0.2 | -2.8 | / | -19.1 | 5.0 | -30.6 | -0.2 | /
Nc1nc(SCC(=O)Nc2ccc([N+](=O)[O-])cc2Br)n[nH]1 | 4.5 | -1.3 | 1.3 | -6.7 | / | -14.2 | 0.8 | -9.4
CO[C@H](CN(C)Cc1cc(F)ccc1F)[C@@H](C)CN(C(=O)Nc1ccc(F)cc1)[C@H](C)CO | -4.7 | 0.6 | 0.6 | / | 6.6 | -0.1 | -15.3 | -5.7
COc1cccc(NC(=S)N(CCc2nc3cc(C)c(C)cc3[nH]2)Cc2cccnc2)c1 | -0.2 | -5.0 | -0.3 | / | -5.1 | -6.4 | 0.2 | 9.6
COc1cccc(C(=O)NC2CCCC2)c1 | 1.0 | -0.3 | -5.6 | -19.6 | 4.6 | -8.4 | 11.8 | /
COCC#Cc1cnc2c(c1)C(=O)N([C@@H](C)CO)C[C@@H](C)[C@@H](CN(C)C(=O)C1CCOCC1)O2 | -0.3 | -0.9 | 6.0 | 0.6 | -16.5 | 4.7 | 9.2 | 3.0
O=C(CSc1nnc(Cn2nnc(-c3ccccc3)n2)n1-c1ccccc1)Nc1ccccc1 | 3.6 | 5.2 | -6.6 | 17.9 | 5.9 | / | / | -3.5
COc1cc(/C=C/c2ccc3cccc(O)c3n2)ccc1O | -5.8 | -5.9 | 15.7 | -6.8 | 36.4 | -123.4 | -2.1 | /
Cc1ccc(C(=O)Nc2ccc(Oc3cccc(C(F)(F)F)c3)nc2)cc1 | 0.6 | 7.5 | 5.4 | 8.4 | -5.8 | 1.3 | 13.3 | /
CCO/C(C)=C1\C(=O)Nc2ccccc21 | 0.0 | 6.6 | -4.8 | / | 7.4 | / | / | 11.5
CCOC(=O)c1c(C)[nH]c(C(=O)Cn2c(=O)c3c(ncn3CC)n(Cc3ccccc3)c2=O)c1C | 2.1 | -1.9 | -0.3 | / | / | / | / | -14.3
CCn1cc(C(=O)NCCC(C)C)c(=O)c2cc(S(=O)(=O)N3CCCCC3)ccc21 | -1.4 | 1.1 | -14.3 | / | -8.4 | / | / | /
Cc1oc(-c2cccs2)nc1CS(=O)CC(=O)NCCc1ccccc1 (stereo not given) | -0.2 | -3.4 | -4.1 | -5.2 | 0.9 | -3.4 | -23.1 | /
CCOC(=O)C1=C(COC(=O)/C=C/c2ccccc2)NC(=O)NC1C (stereo not given) | -2.8 | 3.1 | -2.4 | -25.6 | -11.1 | -29.9 | 10.1 | -7.6
CCOc1ccc(CCNC(=O)C2CCN(S(=O)(=O)N3CCCCC3)CC2)cc1OCC | / | / | -3.5 | 27.6 | / | -5.5 | 5.6 | /
Cc1ccc(NC(=O)C(OC(=O)c2ccccc2Cl)c2ccccc2)cc1Cl (stereo not given) | -0.6 | 4.6 | / | 10.3 | 12.4 | -2.5 | -29.7 | -4.8
COc1cc2c(cc1OC)C(c1ccc(-c3ccc(Cl)c(Cl)c3)o1)=NCC2 | 2.5 | -6.8 | 10.1 | / | -30.1 | / | / | -4.6
CCc1c(-c2ccccc2)nc2nc(C)c(C)nn12 | 1.7 | -3.8 | -12.6 | -23.7 | -8.8 | 9.9 | / | -7.7
CCCCNC(=S)NNC(=O)c1csc(C)c1C | / | / | 27.0 | -3.2 | / | -25.9 | 10.5 | /
COc1ccc(NC(=O)N(C)C[C@H]2Oc3ccc(NS(=O)(=O)c4cccs4)cc3CC(=O)N([C@H](C)CO)C[C@H]2C)cc1 | 0.1 | 0.1 | -7.5 | 11.7 | -43.4 | -8.9 | 6.4 | 0.1
CCN(CC)c1ccc(/C=N/NC(=O)c2ccccn2)cc1 | -2.0 | -1.2 | 14.7 | -51.1 | / | 8.6 | 7.5 | /
O=C(Nc1ccccc1C(=O)NCC1CCCO1)c1ccc(Cl)cc1Cl (stereo not given) | -1.2 | 1.7 | -4.0 | -0.3 | 3.5 | / | / | 8.1
CCOC(=O)/C=C1\Nc2ccccc2SC1=O | -1.8 | -4.1 | -4.3 | -8.4 | / | / | / | /
COc1ccc(OC)c(NC(=O)c2ccc(S(=O)(=O)N3CCN(C)CC3)cc2)c1 | 3.1 | 2.3 | -1.0 | 2.6 | -4.2 | / | / | -27.5
CO[C@@H]1CN(C)C(=O)c2cc(NC(=O)CC(F)(F)F)ccc2OC[C@@H](C)N(C(=O)c2ccccc2F)C[C@@H]1C | / | / | / | -20.3 | / | -13.5 | 13.6 | 1.3
CC(C)C(NC(=O)C1CCCCC1)C(=O)NC1CCCC(C)C1C (stereo not given) | -1.3 | 2.3 | -6.8 | / | 4.6 | / | / | -9.7
CO[C@H]1CN(C)C(=O)c2cc(NS(C)(=O)=O)ccc2OC[C@@H](C)N(Cc2cncnc2)C[C@H]1C | 12.5 | 1.1 | 14.3 | 1.8 | -7.4 | -8.3 | 3.7 | 13.4
O=C(c1ccco1)N1CCN(c2ncnc3c2nnn3Cc2ccccc2Cl)CC1 | -4.1 | -3.5 | -6.9 | / | 3.0 | -9.8 | -3.8 | /
CCc1nn(CC(=O)NCCCN2CCOCC2)c(=O)c2cc3cc(F)ccc3n12 | 3.7 | -0.6 | 8.7 | 2.3 | 2.1 | 4.8 | 37.5 | 1.6
CC(NC(=O)CNC(=O)c1ccc2c(c1)OCO2)c1ccc(S(N)(=O)=O)cc1 (stereo not given) | 0.6 | -4.2 | 0.9 | -1.8 | -2.2 | 13.2 | 6.5 | /
C[C@H](CO)N1C[C@H](C)[C@H](CN(C)C(=O)CCCN(C)C)OCCCC[C@H](C)Oc2ccc(NS(=O)(=O)c3cccs3)cc2C1=O | 0.6 | -0.8 | -1.7 | 5.2 | / | -7.3 | 28.7 | 1.0
O=C(CNCCc1ccc(F)cc1)Nc1cc(F)ccc1F | -0.2 | -0.2 | 4.5 | 6.5 | -4.1 | -21.7 | 4.0 | 1.4
Cc1cccc(N(CC(=O)N2CCN(c3ccccc3F)CC2)S(C)(=O)=O)c1 | 0.4 | 5.6 | 0.2 | 19.9 | -1.6 | -11.4 | 0.8 | -1.4
O=C1OCC(CC2=C(O)C(=O)OC2)=C1O | -4.2 | 5.4 | -12.0 | 17.6 | 1.0 | 3.0 | / | -3.2
COC(=O)[C@]1(C)N[C@H](CN(C)C(=O)C2CCCCC2)[C@@H]2C(=O)N(C)C(=O)[C@@H]21 | 4.7 | -1.6 | -2.2 | -34.2 | 0.8 | 25.2 | 11.2 | 3.7
COc1ccc(COC(=O)CCN=C2NS(=O)(=O)c3ccccc32)cc1F | / | / | -4.2 | -3.2 | -3.0 | -4.8 | 12.1 | /
COCCNC(=S)N1CCC(Cc2ccccc2)CC1 | / | / | -3.3 | 11.1 | / | 8.5 | -37.3 | /
CSc1nsc(SCC(=O)Nc2ccc(F)cc2)n1 | -5.7 | 0.3 | / | -17.7 | 21.3 | -17.4 | 2.5 | /
CC(OC(=O)/C=C/c1cccc(Cl)c1)C(=O)NC1CCCCC1C (stereo not given) | -0.7 | -1.4 | 1.1 | -5.6 | 0.3 | -16.5 | 6.1 | /

More results:
Molecule | Cneo AK release | PglD DTNB | ARNT TACC3 PPI | PAX8 reporter | Statin myotox sup | LGR2 antag | INS-1E GSIS act | PGC1a acetyl inh
Cc1noc(C)c1S(=O)(=O)Nc1cccc2c1O[C@H](CN(C)C(=O)Nc1cccc3ccccc13)[C@H](C)CN([C@@H](C)CO)C2=O | 3.9 | 0.5 | 7.3 | / | 23.9 | -23.5 | -9.4 | 1.3
O=C(C[C@@H]1C[C@@H]2c3cc(NC(=O)Nc4ccc(C(F)(F)F)cc4)ccc3O[C@@H]2[C@@H](CO)O1)NCc1ccc2c(c1)OCO2 | 0.4 | 2.7 | -16.1 | 8.1 | -0.1 | -0.8 | -17.6 | -5.1
Cc1noc(C)c1S(=O)(=O)Nc1ccc2c(c1)CC(=O)N([C@@H](C)CO)C[C@@H](C)[C@@H](CN(C)Cc1ccc(C(F)(F)F)cc1)O2 | -4.2 | 3.2 | -0.8 | / | 35.6 | 21.4 | -32.3 | -1.8
Cc1ccc(Oc2ccc(S(=O)(=O)NCC(C)(C)N3CCOCC3)cc2)cc1 | -2.4 | 1.2 | -7.9 | 10.3 | 2.4 | 1.8 | -31.2 | -8.8
CCOC(OCC)P(=O)(C(C)C)C(C)C | -1.0 | -0.8 | -6.6 | / | -8.2 | / | / | -3.3
CCOC(=O)N1CCN(C(=O)CSc2nc(-c3cccc(C)c3)ns2)CC1 | -0.6 | 3.4 | -3.4 | 11.3 | / | / | / | /
Cc1ccccc1N1C(S)=C(C#N)C(=O)NC12CCCCC2 | 2.5 | -1.0 | -2.9 | 11.2 | / | -1.3 | -15.6 | -3.8
